NPY Y1 blocker: antagonists of human neuropeptide Y receptor Y1 | hit rate 1% among 200,000 | inhibition, % at 3.6 µM | HEK293-CNG Y1 cells, membrane potential fluorescence; NPY at EC95, then isoproterenol | P25929;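 active means inhibition above the campaign mean inhibition of all tested compounds plus 3 SD, cut at about 20% in these data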;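 further: 0% = DMSO wells given NPY plus isoproterenol and 100% = isoproterenol alone without NPY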
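Material: HEK293 cells co-expressing NPY Y1 receptor and cyclic-nucleotide gated channel. Timing: compound incubation 1 h at room temperature, readout 45 min post-stimulation. Signal: fluorescence, membrane potential probe.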
S1P4 ag: agonists of human S1P4 receptor. O95977. S1P4-expressing cell line, agonist reporter assay. activation, % at 4.98 µM. hit rate 0.35% among 220,000. AID 1509; in the data active means activation above about 11%;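 further: 0% = DMSO vehicle and 100% = reference agonist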
Target sequence (O95977 whole entry, looked up): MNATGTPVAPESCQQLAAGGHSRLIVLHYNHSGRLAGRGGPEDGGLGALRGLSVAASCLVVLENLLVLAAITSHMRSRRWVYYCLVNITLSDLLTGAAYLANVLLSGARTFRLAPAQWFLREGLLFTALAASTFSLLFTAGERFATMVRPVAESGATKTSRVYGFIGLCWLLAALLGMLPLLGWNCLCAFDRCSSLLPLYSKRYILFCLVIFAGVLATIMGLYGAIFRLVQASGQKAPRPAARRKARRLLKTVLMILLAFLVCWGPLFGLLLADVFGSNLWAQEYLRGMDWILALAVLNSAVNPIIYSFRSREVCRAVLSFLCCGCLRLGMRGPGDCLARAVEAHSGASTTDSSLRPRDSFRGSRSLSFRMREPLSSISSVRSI
EP2 antag: blocks the human prostaglandin E2 receptor EP2; AID 1422; C6 glioma cells expressing human EP2, cAMP TR-FRET; cells stimulated with saturating PGE2; inhibition, % at 25 µM; P43116; hit rate 0.52% among 260,000;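 active means percent inhibition above 40 after rounding to a whole number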;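 further: rat C6 glioma host cells with rolipram phosphodiesterase inhibitor present; the protocol text gives 20 µM as final concentration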
Target sequence (P43116 whole entry, looked up): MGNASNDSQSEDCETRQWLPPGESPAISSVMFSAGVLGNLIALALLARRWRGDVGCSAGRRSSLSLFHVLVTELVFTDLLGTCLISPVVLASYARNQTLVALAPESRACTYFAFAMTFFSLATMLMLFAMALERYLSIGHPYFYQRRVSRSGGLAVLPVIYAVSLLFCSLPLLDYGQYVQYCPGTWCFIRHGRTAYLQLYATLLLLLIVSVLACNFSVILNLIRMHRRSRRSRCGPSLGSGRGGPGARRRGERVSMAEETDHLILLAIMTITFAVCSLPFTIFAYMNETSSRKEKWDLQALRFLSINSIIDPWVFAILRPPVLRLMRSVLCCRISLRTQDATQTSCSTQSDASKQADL
S1P4 antagonist: human S1P4 receptor antagonism | hit rate 0.26% among 220,000 | O95977 | inhibition, % at 4.98 µM | S1P4-expressing cells, antagonist mode, reporter read-out; in the data active means inhibition above about 29%;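 further: 0% = wells stimulated with agonist and 100% = vehicle wells without agonist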
EP2 modulator: EP2 receptor (human) modulation; P43116; AID 940; hit rate 0.83% among 260,000; induction, % at 25 µM; EP2-expressing cells, cAMP HTRF FRET, PGE2 co-stimulation;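 active means compounds whose cAMP rise, as percent of the full-agonist control response, exceeds 60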;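 further: rat C6 glioma line stably carrying human EP2 under a CMV promoter; the protocol text gives 20 µM as final concentration; 100% = response of wells given 1 µM PGE2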
eIF4E-4G inh: inhibitors of eIF4E and eIF4G interaction in translation initiation; inhibition, % at 21.7 µM; hit rate 0.37% among 220,000; TR-FRET eIF4E-eIF4GI(517-606) binding, 2 h;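 active means inhibition above about 30%, limit read from the data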;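 further: 0% = full FRET control wells and 100% = background wells lacking eIF4GI fragment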
NPY-Y1 PAM-ag: human NPY-Y1 potentiation or agonism, primary screen. P25929. NPY-Y1 expressing cells, potentiator/agonist activation. activation, % at 3.6 µM. hit rate 0.37% among 220,000; in the data active means activation above about 33%, passing the limit was not always enough;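 further: cells stimulated with NPY at EC10 then isoproterenol at EC100; 0% = low agonist plus stimulus and 100% = saturating agonist plus stimulus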
NPY2 pot ag: human NPY-Y2 potentiation or agonism, primary screen; activation, % at 3.6 µM; P49146; AID 1359; hit rate 0.45% among 220,000; cells expressing NPY-Y2, potentiator/agonist read-out; in the data active means activation above about 27%;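 further: cells stimulated with NPY near EC25 plus isoproterenol at EC100; 0% = vehicle plus submaximal agonist and 100% = vehicle plus saturating agonist; some results beyond the cut were filed as inactive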
Target sequence (P49146 whole entry, looked up): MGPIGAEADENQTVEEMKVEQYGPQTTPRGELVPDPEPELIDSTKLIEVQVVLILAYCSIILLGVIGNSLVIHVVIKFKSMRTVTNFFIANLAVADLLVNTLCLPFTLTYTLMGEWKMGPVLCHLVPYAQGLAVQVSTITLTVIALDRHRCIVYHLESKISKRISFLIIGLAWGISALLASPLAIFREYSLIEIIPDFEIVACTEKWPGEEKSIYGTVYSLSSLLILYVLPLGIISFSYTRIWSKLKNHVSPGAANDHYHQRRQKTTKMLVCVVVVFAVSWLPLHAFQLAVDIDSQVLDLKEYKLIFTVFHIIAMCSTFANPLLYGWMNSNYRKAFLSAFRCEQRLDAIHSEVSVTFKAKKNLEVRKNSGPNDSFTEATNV
p97 inhibitor: blocks human p97 ATPase activity; P55072; recombinant p97 ATPase, Kinase-Glo ATP luminescence, 3 h; inhibition, % at 8 µM; hit rate 0.42% among 220,000; in the data active means inhibition above about 15%;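 further: 0% = DMSO vehicle and 100% = wells lacking enzyme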
An asterisk follows results filed as active; x = no result given; & = joins results of further samples; [ ] = remark or other dose.

SMILES	NPY Y1 blocker	S1P4 ag	EP2 antag	S1P4 antagonist	EP2 modulator	eIF4E-4G inh	NPY-Y1 PAM-ag	NPY2 pot ag	p97 inhibitor
CC(C)CNC(=O)COc1ncnc2sccc12	0	2.5	4	-16	5	-1	-2	6	3
CCc1ccc2c(CSc3nnnn3C)cc(=O)oc2c1	x	0.3	12	3	-8	2	7	6	7
Cc1nc2ccc(Br)cn2c(=O)c1Cl	-6	1.7	8	-6	-3	2[fluorescence artefact?]	3	-7	5
CCOc1ccc2[nH]c(=S)[nH]c2c1	-4	2.2	15	-7	-2	-5	-8	-12	0
COc1ccc(NC(=O)Nc2ccccc2SC)c(OC)c1	3	-0.8	5	-9	-29	-6	-1	-10	1
O=C(c1ccc(Cl)c(S(=O)(=O)N2CCCC2)c1)N1CCN(c2ccccc2)CC1	-5	-0.2	2	1	5	-1	3	11	1
O=S(=O)(c1cccc2nonc12)N1CCN(c2ccccc2F)CC1	3	0.3	4	-9	-28	-3	12	4	5
COc1ccc(N2CCN(CCC3Oc4cc([N+](=O)[O-])ccc4NC3=O)CC2)cc1 (configuration not stated)	-1	1.5	2	-19	-9	2	8	-3	0
O=C(c1cccc2ccccc12)C1CCCN(C(=O)C2CCOCC2)C1 (configuration not stated)	x	2.4	7	2	5	5	-5	-2	1
O=C(Nc1cc(S(=O)(=O)N2CCOCC2)ccc1N1CCCC1)C1COc2ccccc2O1 (configuration not stated)	x	-0.4	9	-43	6	2	3	-28	3
COc1cc2cc(CN(Cc3nnnn3Cc3ccco3)C3CCCCC3)c(=O)[nH]c2cc1OC	-1	0.5	12	-1	-63	2	-22	-14	8
COc1ccc(N2C(=O)C3CCCN3C2c2ccccc2)cc1Cl (configuration not stated)	4	-2.4	4	1	7	8	-2	-6	-6
CCc1ccc(CNCc2cccs2)cc1	5	1.1	8	-17	-15	-6	-7	4	5
CC1CCCN(C(=O)Cn2c(=O)oc3ccccc32)C1 (configuration not stated)	-2	-0.9	4	-18	-6	-6	-2	-12	-5
COC(=O)c1ccccc1NC(=O)N1CCN(S(=O)(=O)c2ccc(Cl)cc2)CC1	-2	-2.0	14	-9	-27	1	-11	7	-2
COc1cccc(C=Nc2ccccc2C#N)c1O	7	0.1	4	-10	-5	2[fluorescence artefact?]	-8	4	6
C/C(=N\NC(=O)c1ccc([N+](=O)[O-])cc1)c1cccc([N+](=O)[O-])c1	1	2.0	1	-1	-3	0	-10	-13	0
CC(C)Cn1c(=S)[nH]c2ccccc2c1=O	-1	0.8	3	-5	-28	-3	10	-1	1
S=C(Nc1ccc2nsnc2c1)N1CCCCC1	2	0.6	10	-10	5	-11[fluorescence artefact?]	-32	-23	8
CCC(C)(C)NC(=O)C(c1ccc(O)cc1)N(CCOC)C(=O)CCC(=O)Nc1nccs1 (configuration not stated)	x	1.1	7	-12	-15	2	-2	-18	-1
O=C(O)CC/C(=N\NC(=O)CNC(=O)c1cccc(Cl)c1)c1ccccc1	9	-0.8	8	-6	30	-1	-11	1	9
COc1ccc(-c2cc(C(=O)NC3=NCCS3)c3ccccc3n2)cc1OC	11	-0.7	9	-2	-50	5	-1	-2	3
COC(=O)c1sccc1NC(=O)C1CC(C)=C(C)CC1C(=O)O (configuration not stated)	x	0.4	15	17	20	-2	-26	-13	2
COc1ccc(CCN2C(=O)CC(N3CCN(S(=O)(=O)c4ccccc4)CC3)C2=O)cc1OC (configuration not stated)	-3	3.2	7	-1	4	2	4	1	3
O=C(CC(=O)Nc1ccc(Cl)c(Cl)c1)N/N=C/c1ccc(O)cc1	1	-0.6	18	-18	-90	-5[fluorescence artefact?]	7	8	5
(listing goes on)
SMILES	NPY Y1 blocker	S1P4 ag	EP2 antag	S1P4 antagonist	EP2 modulator	eIF4E-4G inh	NPY-Y1 PAM-ag	NPY2 pot ag	p97 inhibitor
CCN(CC)C(c1ccc(C)cc1)c1nnnn1C1CCCCC1 (configuration not stated)	13	0.4	0&3	-1	6&-19	4	-20	-17	0
O=C(O)CCCCc1nc2ccccc2s1	6	0.1	4	-10	-8	-2	-5	-14	4
COC(=O)CCC(=O)Nc1ccc(Br)cc1	3	0.3	11	-14	42	11	-12	4	1
CC(SC1=NCCS1)C(=O)Nc1nnc(-c2ccc(F)cc2)s1 (configuration not stated)	2	1.0	15	-5	-10	0	15	12	6
NS(=O)(=O)c1ccc(NC(=S)Nc2ccc(F)c(F)c2)cc1	8	-0.2	14	-7	-44	2	12	1	2
CCCCC1CC(CSc2ncn[nH]2)OC1=O (configuration not stated)	-5	0.3	3	-2	37	-3	-1	4	2
O=C(COC(=O)/C=C/c1ccccc1Cl)NCc1ccccc1	8	10	9	-27	-15	7	-31	-7	-4
C=CC[N+](C)(C)CCCNC(=O)/C=N/O	-2	1.1	5	-27	10	1	-3	-1	-3
CN1/C(=C\C=N\NC(=O)c2ccccc2Br)C(C)(C)c2ccccc21	4	1.0	7	-2	-75	0	-14	-6	2
CCc1ccc(NC(=O)COC(=O)/C=C/c2c(C)nn(C3CCS(=O)(=O)C3)c2Cl)cc1 (configuration not stated)	1	-1.8	6	-1	-56	3	-6	1	-6
CS(=O)(=O)N(CCc1ccccc1)CC(=O)N1CCN(Cc2ccc3c(c2)OCO3)CC1	-3	-3.0	10	-12	-7	0	-14	10	-4
CN(C)C(C(=O)NC1CCCCC1)c1ccc(Cl)cc1 (configuration not stated)	5	-0.8	4	-12	3	-2[fluorescence artefact?]	-11	6	-8
Cc1cccc(-n2ncc3c(N4CCC(C)CC4)ncnc32)c1	9	-0.2	10	-5	-2	3	-8	-4	-6
C/C(CCC1CC(C)OC1=O)=N/Nc1nc(-c2ccccc2)cs1 (configuration not stated)	-2	-0.2	7	-7	-19	-8	-2	6	-2
CCCN1C(=O)C(NC(=O)c2ccncc2)(C(F)(F)F)C2=C1CC(C)(C)CC2=O (configuration not stated)	3	-0.6	8	-4	11	-9	-21	-2	0
C=CCSc1nc2ccccc2c(=O)[nH]1	5	-2.8	13	-4	15	-2	-4	-6	6
CC1(C)C(=O)Nc2ccccc2N1C(=O)COC(=O)CCSc1ccccc1	-2	-2.6	3	-19	3	12	-16	-6	-1
CCC(=O)Nc1cc(C(=O)O)ccc1S(=O)(=O)c1ccc(C)cc1	1	3.0	8	13	19	6[fluorescence artefact?]	7	23	9
O=C(On1c(-c2ccccc2)nc2ccccc2c1=O)c1ccco1	-3	-1.1	x	15	41	11	5	2	3
O=c1[nH]nc(-c2ccccc2)c2ccccc12	x	1.9	8	14	14	-3	-3	-4	1
S=C(Nc1ccccc1)Nc1ccc2cn[nH]c2c1	x	-0.4	21	7	-16	2	8	5	10
COc1ccc2c(c1)c(C(=O)CN1CCN(C(=O)c3ccco3)CC1)c(C)n2C	-2	-2.2	3	5	-2	9	-8	14	4
CCN(CC)S(=O)(=O)c1ccc(/C(O)=C(\C#N)c2nc3ccccc3n2C)cc1	8	-0.1	9	1	-24	1	5	6	1
CCCCn1cnc2c(sc3nc4c(cc32)CSC(C)(C)C4)c1=O	-6	0.0	13	-12	9	-2[fluorescence artefact?]	0	1	1
Cc1cccc(-n2c3nc(=O)[nH]c(=O)c-3cc3c(C)nn(-c4ccccc4)c32)c1	-3	0.2	12	-3	21	-2[fluorescence artefact?]	-3	-2	4

Quoted at random: 4 compounds from above
SMILES	NPY Y1 blocker	S1P4 ag	EP2 antag	S1P4 antagonist	EP2 modulator	eIF4E-4G inh	NPY-Y1 PAM-ag	NPY2 pot ag	p97 inhibitor
O=C(COC(=O)/C=C/c1ccccc1Cl)NCc1ccccc1	8	10	9	-27	-15	7	-31	-7	-4
Cc1cccc(-n2c3nc(=O)[nH]c(=O)c-3cc3c(C)nn(-c4ccccc4)c32)c1	-3	0.2	12	-3	21	-2[fluorescence artefact?]	-3	-2	4
CC1(C)C(=O)Nc2ccccc2N1C(=O)COC(=O)CCSc1ccccc1	-2	-2.6	3	-19	3	12	-16	-6	-1
COc1ccc2c(c1)c(C(=O)CN1CCN(C(=O)c3ccco3)CC1)c(C)n2C	-2	-2.2	3	5	-2	9	-8	14	4

More compounds follow.
SMILES	NPY Y1 blocker	S1P4 ag	EP2 antag	S1P4 antagonist	EP2 modulator	eIF4E-4G inh	NPY-Y1 PAM-ag	NPY2 pot ag	p97 inhibitor
CCCCc1ccc(NC(=O)COc2ccc(C(=O)Nc3ccccc3OC)cc2)cc1	3	1.6	10	3	11	4[fluorescence artefact?]	-14	3	0
CCOC(=O)c1c(CSC(=N)N)n(-c2ccc(Br)cc2)c2cc(Br)c(OC(C)=O)cc12	-3	-0.5	15	23	-57	37*[fluorescence artefact?]	81*	74*	1
O=C(Nc1nnc(SCc2ccccc2)s1)c1cc2c(s1)CCCC2	0	-3.7	12	10	46	6[fluorescence artefact?]	22	6	-8
CCOC(=O)c1cc(-c2ccccc2)sc1NC(=O)C(C)N1C(=O)NC(C)(c2ccc(Cl)cc2)C1=O (configuration not stated)	-3	1.6	7	-9	27	-19	-31	-3	-4
O=C(Cn1cnc2c(nnn2Cc2ccccc2)c1=O)NCC1CCCO1 (configuration not stated)	3	-1.9	11	8	17	-4[fluorescence artefact?]	-4	7	3
CC(C)[C@H]1CC[C@@H](C)C(C(=O)c2ccccc2)C1=O (some centres not stated)	0	0.3	4	-14	3	-5	-16	4	-4
Cc1[nH]c2ccccc2c1/C=N/NC(=O)c1cc(-c2cccs2)[nH]n1	4	-1.5	24	-9	-75	6	21	-3	16*
COc1ccc(CN(CCC(c2ccccc2)c2ccco2)C(=O)c2ccco2)cc1 (configuration not stated)	13	5.4	10	-7	4	0	-38	0	-2
O=S(=O)(c1ccc(Br)cc1)c1cnc2ccccc2n1	3	0.7	17	-3	-14	19	-2	-3	5
COc1cccc(-n2c(COc3ccc(C)cc3)nnc2SCC(=O)O)c1	-3	1.1	4	15	-10	-2[fluorescence artefact?]	10	11	3
COC(=O)CCC(=O)c1oc2ccccc2c1NC(=O)CCCN1C(=O)c2ccccc2C1=O	-1	-1.4	12	-14	14	1[fluorescence artefact?]	-8	14	0
Cc1ccc(/C=C(\NC(=O)c2ccc(C)cc2)C(=O)NCCCn2ccnc2)cc1	2	0.6	3	5	-3	-3	18	-4	1
O=C(OCCNc1ncc(C(F)(F)F)cc1Cl)c1ccc(S(=O)(=O)N2CCOCC2)cc1	-8	0.0	13	12	6	15	10	4	3
CC(C)(C)NC(=O)c1ccc2c(c1)C(=O)N(C1CCCCC1)C2=O	4	0.0	6	-14	11	1	2	7	-1
Cc1ccc2nc(NC(=O)c3ccc4c(c3)OCO4)sc2c1	-2	-1.8	6	1	-9	-19	-37	-1	1
CCOC(=O)CN(C(=O)CSc1nnc(C)n1-c1ccccc1)c1cccc([N+](=O)[O-])c1	5	0.3	13	-8	-8	-1[fluorescence artefact?]	6	0	-2
CCN(CC)S(=O)(=O)c1ccc2c(c1)c(=O)c(C(=O)N1CCOCC1)cn2C	2	0.5	7	-9	3	5	1	-14	0
CCn1c(O)c(/C=N/N=C2CCCCC2)c2cc(C3=NNC(=O)CC3)ccc21	x	1.9	8	8	-4	-1	-1	-18	-2
COc1ccccc1NC(=O)c1ccccc1-c1nc(-c2ccccc2OC)no1	12	0.7	8	-4	17	2	-30	-20	0
CCCC(=O)n1nc(-c2ccccc2)nc1N	-2	1.0	8	-12	29	2	6	-1	4
Cc1cc2cc(CNC(=O)c3cccs3)ccc2n1C	-2	0.5	5	-3	-25	4	-25	1	1
O=C(Nc1ccccc1Cc1ccccc1)c1ccccc1NS(=O)(=O)c1ccc(Cl)s1	15	5.2	6	-5	34	5	-70	28	3
Cc1cc(C(=O)NCc2ccc(Cl)cc2)n(-c2ccccc2)n1	x	0.7	12	-1	-10	3	-8	6	-1
CN(Cc1nc(-c2ccccn2)no1)S(=O)(=O)c1ccc(Br)cc1	3	1.9	9	-5	1	-1	0	2	1
C=CCC1CCCCC12NC(=O)N(c1ccccc1)N2 (configuration not stated)	x	-0.9	5	-8	25	10	-1	18	9

The list is partial; rates above refer to the full screens.
